Screening data: PubChem BioAssay, PCMD
Yeast growth tox: Compounds toxic to wild-type S. cerevisiae growth; A595 turbidity, 16 h; growth inhibition, % at 25 µM (by protocol); hit rate 0.3% among 30,000; AID 685;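 active = mutant and wild-type yeast strains alike exhibit over 30% growth inhibition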;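 also: 0% = untreated cell controls and 100% = YPD media blanks without cells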
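Test system: Wild-type and eIF2Bepsilon-R284H mutant S. cerevisiae, screened separately | Dosing: Single 25 µM compound dose in 0.2% DMSO | Schedule: 16 h compound exposure during growth at 30 °C | Detection: A595 turbidity | Evaluation: Growth inhibition (%) versus cell controls and blanks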
eIF2B yeast act: eIF2B (yeast) activity modulation | S. cerevisiae eIF2B-epsilon R284H, GCN4-lacZ luminescence | inhibition, % at 25 µM (by protocol) | hit rate 0.91% among 27,000 | AID 688;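 active = mutant luminescence inhibited past about 50% while wild type luminescence and mutant growth stay under set limits, limit read from the data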; also: some compounds called inactive have numbers as strong as hits
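Assay system: yeast eIF2B-epsilon R284H mutant carrying GCN4–beta-galactosidase fusion / Buffer or medium: YPD / Incubation: 16 h growth with compound at 30 °C, 90 min Beta-Glo step / Detection: Beta-Glo luminescence after Z-buffer lysis, growth by 595 nm absorbance / Read-out: % inhibition of reporter signal and growth versus controls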
Yeast growth tox inhibition %: further read-out of Yeast growth tox, marked with its call; growth inhibition, %; S. cerevisiae eIF2Bepsilon-R284H mutant growth, A595 turbidity, 16 h;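 each compound tested once at 25 µM; 0% equals untreated cells and 100% equals cell-free medium blanks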
eIF2B yeast act mutant toxicity: also measured in eIF2B yeast act; calls as there; growth inhibition, %; measured here: mutant yeast growth, toxicity;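 each compound tested once at 25 µM; zero equals untreated control growth and 100 equals blank medium absorbance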
An asterisk follows results filed as active; · = not tested or not shown. An excerpt, so the mix of outcomes need not match the whole.

Key to letters – A = Yeast growth tox; B = Yeast growth tox inhibition %; C = eIF2B yeast act; D = eIF2B yeast act mutant toxicity
1	O=C(CCS(=O)(=O)c1cccc2nsnc12)NCc1ccccc1Cl
  A = -8	B = 0	C = -35	D = ·

2	CCOc1ccc(N(CC(=O)NCC(C)C)S(C)(=O)=O)cc1
  A = 4	B = 4	C = 14	D = 4

3	CC1CCN(CCCCOc2ccc(C(=O)c3ccccc3)cc2)CC1
  A = -10	B = 8	C = 13	D = 8

4	O=[N+]([O-])c1ccc(-c2csc3[n+]2CCS3)cc1
  A = -12	B = 6	C = ·	D = ·

5	CCCCNC(=O)C1CCCN1C(=O)NC1CCCCC1 (stereo unspecified)
  A = 5	B = -6	C = ·	D = ·

6	O=C(Nc1nnc(CC(c2ccccc2)c2ccccc2)s1)c1ccco1
  A = -12	B = -5	C = ·	D = ·

7	CCCC(C1=C(O)CC(C)(C)CC1=O)C1C(=O)CC(C)(C)CC1=O (stereo unspecified)
  A = -5	B = 9	C = 0	D = 9

8	COc1ccc(NC(=O)C2CCC(N3C(=O)C4C5C=CC(C5)C4C3=O)CC2)cc1 (stereo unspecified)
  A = -4	B = 3	C = ·	D = ·

9	Cc1noc2ncnc(Sc3c(Cl)cccc3Cl)c12
  A = 18	B = 16	C = 23	D = 16

10	CCN(Cc1cc2ccc(C)cc2[nH]c1=O)C(=O)c1cccnc1
  A = 23	B = 15	C = 23	D = 15

11	CCOC(=O)c1c(C)n(O)c2ccc(Cl)cc2c1=O
  A = 12	B = -5	C = 14	D = -5

12	C=CCN1C(=O)CC(C(=O)NC)SC1=Nc1ccc(C(=O)OCC)cc1 (stereo unspecified)
  A = ·	B = ·	C = 19	D = ·

13	COc1ccc(S(=O)(=O)N(C)Cc2cccs2)cc1Br
  A = 3	B = -19	C = 12	D = -19

14	O=C(N/N=C/c1ccc(OCc2ccccc2)cc1)c1cccs1
  A = -35	B = -19	C = -37	D = -19

15	c1ccc(-c2nc(CSc3n[nH]c(-c4cccs4)n3)cs2)cc1
  A = 20	B = 20	C = ·	D = ·

Later entries:
Key to letters – A = Yeast growth tox; B = Yeast growth tox inhibition %; C = eIF2B yeast act; D = eIF2B yeast act mutant toxicity
16	O=C(Nc1ccccn1)NC1CCCCC1
  A = 24	B = 19	C = 4	D = 19

17	Cc1cccc(-c2c3c(=O)n(C)c(=O)n(C)c3cn2CC2CCCO2)c1 (stereo unspecified)
  A = 3	B = -13	C = -4	D = -13

18	CC(Sc1cnc2ccccc2n1)C(=O)O (stereo unspecified)
  A = 14	B = 16	C = 20	D = 16

19	Cc1ccc(SCCC(=O)OCC(=O)Nc2ncc(Cl)cc2Cl)cc1
  A = 7	B = 13	C = ·	D = ·

20	COc1ccc(NC(=O)CCc2ccccc2)cc1NC(=O)c1ccco1
  A = 12	B = -14	C = ·	D = ·

21	CCOc1ccc(NC(=O)c2nnn(CC(=O)Nc3ccccc3OCC)c2N)cc1
  A = -3	B = 4	C = 10	D = 4

22	Cc1nc(C)c(C(=O)C2=C(O)C(=O)N(CCN(C)C)C2c2ccccc2)s1 (stereo unspecified)
  A = 8	B = 14	C = 25	D = 14

23	COc1ccc(S(=O)(=O)N[C@H](C(=O)O)C(C)C)cc1
  A = -13	B = -3	C = 33	D = -3

24	N#Cc1nc(COc2ccc(F)cc2)oc1N1CCC(Cc2ccccc2)CC1
  A = ·	B = ·	C = -8	D = ·

25	CCN1CCN(C(=O)C2(NC(=O)Nc3ccccc3Cl)CCCCC2)CC1
  A = 10	B = -18	C = 8	D = -18

26	CCn1c(SCC(=O)c2cc(OC)ccc2OC)nc2c1c(=O)n(C)c(=O)n2C
  A = -3	B = -27	C = 15	D = -27

27	N#CCSCC(=O)Nc1ccccc1
  A = 3	B = 7	C = ·	D = ·

28	COc1cc2c(cc1NC(=O)CN1CCN(S(=O)(=O)c3ccccc3F)CC1)oc1ccccc12
  A = -8	B = -29	C = 18	D = -29

29	CCOC(=O)c1ccc(-n2ncc(C(=O)OCC)c2N)cc1
  A = 18	B = 12	C = -60	D = 12

30	CC(=O)C1=C(C)NC(C)=C(C(C)=O)C1c1ccc(-c2ccccc2Cl)o1
  A = -13	B = -5	C = 27	D = -5

Additional entries:
Key to letters – A = Yeast growth tox; B = Yeast growth tox inhibition %; C = eIF2B yeast act; D = eIF2B yeast act mutant toxicity
31	c1ccc(NCCCNc2ccccc2)cc1
  A = 2	B = -6	C = ·	D = ·

32	Cn1cc(CNC(=O)Nc2ccc3c(c2)OCO3)cn1
  A = 4	B = 0	C = -20	D = ·

33	Cc1ccc(S(=O)(=O)N2CCN(C3CC(=O)N(Cc4ccccc4)C3=O)CC2)cc1C (stereo unspecified)
  A = 0	B = 6	C = 22	D = 6

34	CC(NC(=O)CSc1nc2ccccc2n1CCC#N)c1ccc(F)cc1 (stereo unspecified)
  A = 2	B = 10	C = -15	D = 10

35	CCCC1C2C(=O)N(c3ccc(OC)cc3)C(=O)C2ON1c1ccccc1 (stereo unspecified)
  A = -9	B = 0	C = 20	D = ·

36	CC(C)(C)OC(=O)NCCc1nnc(SCc2ccccc2Cl)o1
  A = -2	B = 0	C = 24	D = ·

37	CCOC(=O)C1=C(C)Nc2nc(SCC)nn2C1c1ccc(OC)cc1 (stereo unspecified)
  A = -17	B = -43	C = 13	D = -43

38	CCn1c(SCC(=O)N2c3ccccc3Sc3ccccc32)nnc1-c1ccco1
  A = -7	B = 4	C = 8	D = 4

39	O=C(Nc1nnc(Cc2ccccc2)s1)c1cccs1
  A = -17	B = -21	C = 9	D = -21

40	CCn1c2ccccc2c2nnc(SCC(=O)NCc3cccs3)nc21
  A = 12	B = -8	C = -15	D = -8

41	CC1(C(=O)O)CCC(C(=O)NCCc2ccccc2)C1(C)C (stereo unspecified)
  A = -10	B = 0	C = 8	D = ·

42	CC1(C)CC(CCC(=O)Nc2ccccc2Cl)C(=O)O1 (stereo unspecified)
  A = 9	B = 17	C = 18	D = 17

43	Cc1cccc(-c2cc3nc(C)cc(N4CC(C)CC(C)C4)n3n2)c1 (stereo unspecified)
  A = 5	B = -2	C = ·	D = ·

44	CCCc1nc2ccccc2c(C(=O)OCC(=O)Nc2ccc(S(=O)(=O)N3CCOCC3)cc2)c1CC
  A = -7	B = 5	C = ·	D = ·

45	COc1cc(O)c(NC(C)=O)c2nonc12
  A = 7	B = 11	C = 17	D = 11

The listing continues.
Key to letters – A = Yeast growth tox; B = Yeast growth tox inhibition %; C = eIF2B yeast act; D = eIF2B yeast act mutant toxicity
46	O=C(NCc1ccco1)c1ccc(Br)c(S(=O)(=O)N2CCCCC2)c1
  A = 4	B = 0	C = 42	D = ·

47	C=C(C)c1cccc(C(C)(C)NC(=O)N2CCN(C)CC2)c1
  A = ·	B = ·	C = -9	D = ·

48	COc1cccc(-c2nc(OC(C)C)c3ccccc3n2)c1
  A = 2	B = 5	C = 18	D = 5

49	Cc1ccccc1NC(=O)C(C#N)Cc1cccnc1 (stereo unspecified)
  A = 5	B = -14	C = 21	D = -14

50	O=C(Nc1ccc(Cl)cc1C(=O)Nc1ccc(Br)cn1)c1ccco1
  A = -19	B = -13	C = 6	D = -13

51	O=C(O)c1ccc(CS(=O)(=O)Cc2ccccc2F)o1
  A = 18	B = 3	C = 20	D = 3

52	O=C(O)/C=C/C(=O)Nc1ccccc1C(=O)Nc1ccccc1
  A = 24	B = 13	C = -2	D = 13

53	Cc1ccc2c(N)c(C#N)sc2n1
  A = 5	B = 17	C = 8	D = 17

54	CCCc1nnc(NC(=O)Cn2c(=O)oc3cc(Br)ccc32)s1
  A = 18	B = 13	C = ·	D = ·

55	CCOC(=O)n1ccc(C(=O)Nc2ccccc2F)n1
  A = 28	B = -23	C = 27	D = -23

56	CSCCC(=O)Nc1ccc(C(C)=O)cc1
  A = 0	B = -14	C = 26	D = -14

Part of the list above, with bars between the fields:
cpd | molecule | Yeast growth tox | Yeast growth tox inhibition % | eIF2B yeast act | eIF2B yeast act mutant toxicity
42 | CC1(C)CC(CCC(=O)Nc2ccccc2Cl)C(=O)O1 (stereo unspecified) | 9 | 17 | 18 | 17
43 | Cc1cccc(-c2cc3nc(C)cc(N4CC(C)CC(C)C4)n3n2)c1 (stereo unspecified) | 5 | -2 | · | ·
44 | CCCc1nc2ccccc2c(C(=O)OCC(=O)Nc2ccc(S(=O)(=O)N3CCOCC3)cc2)c1CC | -7 | 5 | · | ·
45 | COc1cc(O)c(NC(C)=O)c2nonc12 | 7 | 11 | 17 | 11
46 | O=C(NCc1ccco1)c1ccc(Br)c(S(=O)(=O)N2CCCCC2)c1 | 4 | 0 | 42 | ·
47 | C=C(C)c1cccc(C(C)(C)NC(=O)N2CCN(C)CC2)c1 | · | · | -9 | ·
48 | COc1cccc(-c2nc(OC(C)C)c3ccccc3n2)c1 | 2 | 5 | 18 | 5
49 | Cc1ccccc1NC(=O)C(C#N)Cc1cccnc1 (stereo unspecified) | 5 | -14 | 21 | -14
50 | O=C(Nc1ccc(Cl)cc1C(=O)Nc1ccc(Br)cn1)c1ccco1 | -19 | -13 | 6 | -13
51 | O=C(O)c1ccc(CS(=O)(=O)Cc2ccccc2F)o1 | 18 | 3 | 20 | 3
52 | O=C(O)/C=C/C(=O)Nc1ccccc1C(=O)Nc1ccccc1 | 24 | 13 | -2 | 13
53 | Cc1ccc2c(N)c(C#N)sc2n1 | 5 | 17 | 8 | 17
54 | CCCc1nnc(NC(=O)Cn2c(=O)oc3cc(Br)ccc32)s1 | 18 | 13 | · | ·
55 | CCOC(=O)n1ccc(C(=O)Nc2ccccc2F)n1 | 28 | -23 | 27 | -23
56 | CSCCC(=O)Nc1ccc(C(C)=O)cc1 | 0 | -14 | 26 | -14
